Compound activity (PubChem)
VLA-4 inh – inhibition in human VLA-4 binding assay, primary screen, VLA-4 allosteric modulator project, MLPCN library, flow cytometry, VLA-4 expressing cells; ligand binding flow cytometry; inhibition, % (about 7 µM as worked out from the volumes in the protocol); AID 2557, 2010; actives 0.2% (n = 330,000); Integrin alpha-4 (Homo sapiens), P13612; in the data active means inhibition above about 50%
GRK2 aptamer HTS – compounds blocking aptamer binding on GRK2 – biochemical, human GRK2, bead flow cytometry, HTS, primary screen; AID 488847, 2010; actives 0.59% (n = 330,000); inhibition of aptamer binding, % at 10 µM; Beta-adrenergic receptor kinase 1 (Homo sapiens), P25098; FAM-aptamer displacement from GRK2;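 active means inhibition of aptamer binding above 40%, roughly 3 SD of noise, on plates passing a quality check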;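 further: median bead fluorescence of bound FAM aptamer so fluorescent compounds give negative values; no value below 0 was filed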
Target sequence (P25098 whole entry, looked up): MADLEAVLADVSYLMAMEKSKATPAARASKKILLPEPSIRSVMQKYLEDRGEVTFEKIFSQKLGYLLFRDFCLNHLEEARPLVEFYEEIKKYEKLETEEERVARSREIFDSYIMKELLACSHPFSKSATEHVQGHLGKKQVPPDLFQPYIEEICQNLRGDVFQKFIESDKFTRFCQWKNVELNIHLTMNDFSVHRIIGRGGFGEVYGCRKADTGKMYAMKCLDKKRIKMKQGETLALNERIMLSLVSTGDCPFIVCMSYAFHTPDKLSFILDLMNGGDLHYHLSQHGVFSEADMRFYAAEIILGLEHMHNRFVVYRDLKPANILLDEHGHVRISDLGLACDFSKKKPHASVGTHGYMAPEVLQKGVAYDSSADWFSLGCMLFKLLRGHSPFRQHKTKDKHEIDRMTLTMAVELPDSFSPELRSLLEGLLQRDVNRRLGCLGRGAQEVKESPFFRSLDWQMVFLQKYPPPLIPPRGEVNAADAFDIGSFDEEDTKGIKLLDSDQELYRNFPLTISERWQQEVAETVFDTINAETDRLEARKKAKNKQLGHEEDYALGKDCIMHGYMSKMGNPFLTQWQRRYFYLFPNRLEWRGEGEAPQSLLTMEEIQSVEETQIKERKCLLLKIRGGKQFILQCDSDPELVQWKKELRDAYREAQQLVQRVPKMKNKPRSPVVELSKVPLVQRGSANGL
AGP1 TOR yeast – modulators of AGP1-GFP expression in yeast TOR pathway, primary screen, cell-based, multiplex flow cytometry, S. cerevisiae, MLPCN library. 3 h; GFP as percent of DMSO wells. GFP response vs DMSO, % at 10 µM. actives 0.02% (n = 320,000). AID 2066, 2009;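 active means GFP response relative to DMSO above a set limit, near screen average plus 3 SD, cut at about 150% in these data; inconclusive means fewer than 70 cells counted for the yeast strain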;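 further: median GFP channel fluorescence of the gated AGP1 strain per well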
CIT2 TOR yeast – modulators of CIT2-GFP expression in yeast, primary screen, S. cerevisiae, GFP fusion, multiplex flow cytometry, MLPCN library | S. cerevisiae CIT2-GFP strain, 3 h; 100 means same as DMSO wells | GFP response vs DMSO, % at 10 µM | actives 0.065% (n = 320,000) | AID 2029, 2009;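 active means GFP response relative to DMSO above a set limit, near the screen mean plus 3 SD, cut at about 150% in these data; inconclusive means Fewer than 70 cells measured for a yeast strain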;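 further: ratio of well median GFP fluorescence to mean of DMSO wells on the plate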
GASC-1 inh – inhibitors of GASC-1 histone demethylase, primary screen, biochemical, fluorescence, DELFIA europium; GST-JMJD2C(1-420) H3K9me3 demethylation; actives 0.069% (n = 330,000); inhibition, % at 2.35 µM; Lysine-specific demethylase 4C (Homo sapiens), Q9H3R0; AID 2099, 2009;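 active means more than half of a compound's replicate wells show inhibition beyond 50%, single wells judged on their own value; inconclusive means some, but no more than half, of replicates pass 50% inhibition; inactive means no replicate passes 50% inhibition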;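 further: signal counts dimethyl H3K9 product captured on neutravidin plate; 0% = median of DMSO wells and 100% = 0.3 times that DMSO median; strong numbers were not always called active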
Target sequence (Q9H3R0 1-420 limits assumed): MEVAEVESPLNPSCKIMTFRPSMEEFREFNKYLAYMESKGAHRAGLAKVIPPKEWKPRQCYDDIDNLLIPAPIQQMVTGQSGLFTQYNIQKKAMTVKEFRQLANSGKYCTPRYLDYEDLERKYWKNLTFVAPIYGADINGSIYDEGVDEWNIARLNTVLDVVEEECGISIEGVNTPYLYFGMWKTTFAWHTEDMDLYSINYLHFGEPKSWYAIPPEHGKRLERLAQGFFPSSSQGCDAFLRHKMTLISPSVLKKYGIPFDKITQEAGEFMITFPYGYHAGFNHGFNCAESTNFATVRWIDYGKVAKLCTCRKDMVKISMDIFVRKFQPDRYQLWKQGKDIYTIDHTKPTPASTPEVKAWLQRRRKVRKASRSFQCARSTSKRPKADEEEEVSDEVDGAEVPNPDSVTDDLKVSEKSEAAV
RPL19A-GFP yeast – RPL19A-GFP expression modulators in yeast, primary screen, cell-based, S. cerevisiae, multiplex flow cytometry, MLPCN; S. cerevisiae RPL19A-GFP strain, 3 h; hits give low values; percent response vs DMSO, % at 10 µM; actives 0.3% (n = 330,000);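 active means percent response vs DMSO below 50%; inconclusive means fewer than 70 events counted for the yeast strain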;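 further: median channel GFP fluorescence of the barcoded RPL19A-GFP strain; ratio of sample median GFP to plate DMSO average so 100% = DMSO; lower means less RPL19A-GFP as with rapamycin TOR inhibition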
MEP2-GFP yeast – modulators of MEP2-GFP levels in yeast, primary screen, S. cerevisiae, multiplex flow cytometry, MLPCN library. actives 0.51% (n = 330,000). S. cerevisiae MEP2-GFP strain, 3 h; 100% = DMSO control level. GFP response vs DMSO, % at 10 µM;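 active means GFP response versus DMSO above a set limit, roughly screen mean plus 3 SD, cut at about 180% in these data; inconclusive means fewer than 70 cells counted for a yeast strain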;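 further: median GFP fluorescence of the barcode-gated MEP2-GFP cells per well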
LAP4-GFP MLPCN – modulators of LAP4-GFP expression in yeast, primary screen, S. cerevisiae, multiplex flow cytometry, MLPCN library; 3 h; median GFP as percent of DMSO wells; GFP response vs DMSO, % at 10 µM; actives 0.34% (n = 320,000); AID 2023, 2009;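 active means GFP response vs DMSO above a set limit, about the screen mean plus 3 SD, cut at about 150% in these data; inconclusive means under 70 cell events counted for the yeast strain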
* = called active by the depositor; ? = inconclusive; · = not tested or not shown; & = joins results of further samples; [ ] = remark or other dose.

no.	Compound	VLA-4 inh	GRK2 aptamer HTS	AGP1 TOR yeast	CIT2 TOR yeast	GASC-1 inh	RPL19A-GFP yeast	MEP2-GFP yeast	LAP4-GFP MLPCN
1	Cc1cc(C)cc(NC(=S)NCCN(C2CCCCC2)C2CCCC2)c1	9	0	100	96	5	95	96	97
2	O=C(Nc1ncc(Cc2cccc(Cl)c2)s1)c1ccc([N+](=O)[O-])cc1	7	3	118	87	-16	97	97	105
3	NC(=O)CSc1oc(-c2cccs2)nc1S(=O)(=O)c1ccccc1	2	1	117	99	7	105	109	104
4	COC(=O)C1(C)NC(c2ccccc2C)C2C(=O)N(c3ccccc3)C(=O)C21 (stereo not drawn)	-3	0	101	107	-6	103	108	93
5	O=C(CSc1nc(-c2ccc(Cl)cc2)[nH]c(=O)n1)Nc1cccc(Cl)c1	-17	·	97	91	10	95	92	100
6	COc1ccc(-c2sc3ccccc3c2/C=C/c2ccncc2)cc1	4	8	85	81	-4	84	93	142
7	O=C(Nc1cccc(C(F)(F)F)c1)c1cc[n+]([O-])cc1	10	0	97	105	11	104	102	97
8	O=C1CC(N(O)c2ccccc2)C(=O)N1c1ccc(Cl)c(Cl)c1 (stereo not drawn)	13	0	106	103	-1	96	107	116
9	COc1ccc(C(=O)NCC(=O)OCC(=O)Nc2c(C)n(C)n(-c3ccccc3)c2=O)cc1	-13	3	103	99	-12	100	97	100
10	CN1C(=O)c2c(sc3c2CCCC3)NC1c1ccccc1O (stereo not drawn)	2	1	105	103	2	98	105	107
11	CCCCN1C2CCCC1CC(NC(=O)c1cccc(OC)c1)C2 (stereo not drawn)	3	0	93	99	2	93	98	86
12	CC1CCC2C(C1)Nc1c(C(=O)O)cccc1C2(C)C (stereo not drawn)	1	2	95	83	-4	99	95	106
13	CC(C)NC(=O)COc1ccccc1C#N	-14	2	99	97	0	99	105	93
14	CCOC(=O)CCC(NC(=O)c1ccc(NCN2C(=O)c3ccccc3C2=O)cc1)C(=O)OCC (stereo not drawn)	17	3	106	100	2	97	94	100
15	COC1CCCCC1Nc1ccc(C)c(C)c1 (stereo not drawn)	8	0	98	91	5	93	95	96
16	Cc1ccn(C(=O)c2ccc(NC(=O)CC(C)C)cc2)n1	3	0	99	97	-9	108	96	96
17	COc1ccc2c(=O)c3c(=O)n(CCc4ccccc4)c(C(C)C)nc3oc2c1	-10	0	102	98	8	100	98	107
18	Clc1ccc(CNCCCSc2ncccn2)cc1	10	0	102	97	10	100	98	93
19	CCn1ncc(Br)c1C(=O)Nc1ccc(Cl)cn1	7	0	102	105	2	101	102	87
20	Cc1c(Cl)c(C(F)(F)F)nn1CC(=O)N1CCSCC1	-1	0	104	104	1	95	99	97
21	c1ccc(CNc2nc3ccccc3n2CCN2CCOCC2)nc1	12	0	79	83	0	114	94	76
22	O=C(C1CCCN(c2ncnc3c2nc2n3CCCCC2)C1)N1CCN(c2ccc(F)cc2)CC1 (stereo not drawn)	-10	4	97	105	-12	99	112	96
23	Cc1ccc(COC(=O)c2nn(-c3ccccc3)nc2N)cc1	-9	0	101	108	17	97	117	114
24	C=CCNC(=S)NNc1nc2sc3c(c2c(=O)[nH]1)CC(C)(C)OC3	5	0	102	116	5	108	111	85
25	CCNC(=S)N/N=C/c1ccc(OCC(=O)Nc2ccc(OC)cc2)c(OC)c1	-15	4	97	97	-3	105	109	93
26	Cc1ccc(C)c(N2CCN(CC(=O)Nc3ccc4[nH]c(=O)[nH]c4c3)CC2)c1	-15	2	105	104	11	101	105	105
27	CCOC(=O)C1=C(CSc2nc3c(cc2C#N)CN(C)CC3)OC(N)=C(C#N)C1c1ccc(F)cc1 (stereo not drawn)	0	1	100	98	-2	·	94	99
28	CSc1cccc(NC(=O)CCC(=O)O)c1	7	1	102	111	0	98	110	99
29	O=C(Nc1cccc2cccnc12)c1cccc(N2C(=O)CCC2=O)c1	18	1	88	86	1	88	93	93
30	CCOc1ccccc1N(C(=O)c1ccco1)C(C(=O)NC1CCCC1)c1cccnc1 (stereo not drawn)	9	2	94	100	15&6	96	103	92
31	Cc1cccc(-c2noc(CCCC(=O)Nc3ccc(C(N)=O)cc3)n2)c1	6	0	·	106	-3	98	102	108
32	CN(C)C(=O)CN1C(=O)C2CCCCN2C(=O)c2ccccc21 (stereo not drawn)	-1	0	107	103	-20	103	109	102
33	N#Cc1ccccc1OCC(=O)Nc1ccc(N2CCOCC2)cc1N1CCOCC1	3	0	106	99	·	105	108	112
34	CCC(C)c1cc(S(=O)(=O)N2CCOCC2)ccc1OC (stereo not drawn)	1	1	96[may fluoresce red]	107[may fluoresce red]	-1	?	87[may fluoresce red]	?
35	Cc1ccc(NCC(=O)N=Nc2c(O)n(C)c3ccccc23)cc1	12	3	99	94	0	98	102	105
36	COc1ccc(OCC(=O)NNC(=O)c2nn(C)c(=O)c3ccccc23)cc1	13	1	97	99	13	103	97	93
37	CN(C)c1ccc(CN2CCCCC2)cc1	1	6	101	104	-4	100	108	99
38	CC(C)CNS(=O)(=O)c1ccc(CCC(=O)O)cc1	2	1	105	103	-3	95	102	96
39	CC(C)NC(=O)NC(=O)CN1c2cccc3cccc(c23)S1(=O)=O	3	0	103	104	11	109	96	99
40	O=C(OC(C(=O)NC1CCCCC1)c1ccccc1)c1ccco1 (stereo not drawn)	2	2	·	92	6	100	100	96
41	Cc1ccc(C(=O)N/C(=C\c2cccnc2)c2nc3ccccc3[nH]2)cc1	4	0	105	96	0	102	103	97
42	CCOc1ccc(C(=O)NCCCN(CC)CC)cc1	9	0	99	103	9	95	99	100
43	C[C@H](NC(=O)N1CCn2c1nc1ccccc12)C(=O)NCc1ccccc1	3	3	100	105	-20	96	95	92
44	Cc1ccc(OCC(=O)Nn2cnnc2)c(Br)c1	6	1	93	98	-1	96	93	94
45	CC(C)CCNc1nnnc2c1sc1nc(N3CCOCC3)c3c(c12)CC(C)(C)SC3	2	2	94	93	-7	96	96	105
46	CN(CC(=O)Nc1ccc(Cl)cc1F)C1CCS(=O)(=O)C1 (stereo not drawn)	10	2	103	95	-6	99	105	111
47	CCS(=O)(=O)c1ccc2oc(Nc3ccc(C(C)(C)C)cc3)nc2c1	0	0	113	105	16	106	105	100
48	CC(C)CN(C(=O)CN1CCN(c2ccc(O)cc2)CC1)c1c(N)n(CC(C)C)c(=O)[nH]c1=O	11	0	101	99	-5	94	105	99
49	CCN(CC)S(=O)(=O)c1ccc(OCC(=O)NC(=O)c2ccccc2OC)c([N+](=O)[O-])c1	5	0	102	105	0	104	110	103
50	Cc1cccc(NC2=Nc3ccccc3N3C2=Nc2c(c(C)nn2-c2ccccc2)C3c2ccc(O)c(O)c2)c1 (stereo not drawn)	-1	3	27	79	4	96	109	100
51	C=CCNC(=O)N1C2=NC(C(=O)OC)=C(C(=O)OC)[C@@H]3N(Cc4ccccc4)c4ccccc4[C@]23C[C@H]1C(=O)OC	37	4	92	123	-6	100	97	136
52	C=COCCNC(=S)N1CCOCCOCCN(C(=S)NCCOC=C)CCOCCOCC1	13	0	93	93	1	96	93	113
53	COc1ccc(OC)c(CN2CCC(CO)(CCOc3ccccc3)CC2)c1	3	1	117	115	-18	98	101	110
54	O=C(OC(C(=O)NC1CCCCC1)c1ccccn1)c1cccs1 (stereo not drawn)	23	2	97	94	5	99	97	98
55	OCCN(CCO)c1ncnc2c1sc1nc(N3CCOCC3)c3c(c12)CCCC3	-5	4	98	96	-1	98	98	90
56	C=CCc1ccccc1OCC(O)CN(CC)CC (stereo not drawn)	1	0	101	102	6	97	100	94

New compounds follow:
no.	Compound	VLA-4 inh	GRK2 aptamer HTS	AGP1 TOR yeast	CIT2 TOR yeast	GASC-1 inh	RPL19A-GFP yeast	MEP2-GFP yeast	LAP4-GFP MLPCN
57	Cc1cc(F)ccc1NS(=O)(=O)c1c(C)nc2scc(C)n2c1=O	12	2	85	92	-13	89	100	82
58	N#CCC(=O)Nc1ccc(C(=O)OCC(=O)Nc2cccc(C(F)(F)F)c2)cc1	-1	0	99	97	-6	100	98	111
59	COc1cc(NC(=O)Cn2cnc3sc(C)c(S(=O)(=O)N4CCOCC4)c3c2=O)cc(OC)c1OC	7	1	106	111	-17	103	104	98
60	Cc1cccc(N2CCN(S(=O)(=O)c3c(C)[nH]c(=O)[nH]c3=O)CC2)c1C	12	0	104	95	10	99	97	97
61	O=C(NC(=S)Nc1cccc(Cl)c1Cl)C1CC1	5	0	78	95	7	107	111	82
62	Cc1ccc(-c2nc(S(=O)(=O)c3ccc(C)cc3)c(N(C)C)o2)cc1	10	3	99	99	6	104	98	94
63	CCOC(=O)c1nnn(CC(=O)N2N=C(c3cc(C)ccc3C)CC2c2ccc(OC)cc2)c1C(=O)OCC (stereo not drawn)	5	1	87	88	3	95	95	83
64	Cc1ccc(S(=O)(=O)N2CCN(Cc3ccccn3)CC2)cc1	-2	4	119	96	17	113	105	104
65	O=C(CCSCc1ccccc1F)NCc1ccc(F)cc1	-1	0	85	87	6	101	98	102
66	COc1ccc(OCC(=O)NNC(=O)CCc2ccccc2)cc1	2	1	117	115	-21	106	121	112
67	Cc1ccc(-c2cc(N)n(-c3ccccc3)n2)cc1	-15	4	96	92	-2	94	100	104
68	O=C(COC(=O)c1c(F)cccc1F)NCCNC(=O)COC(=O)c1c(F)cccc1F	10	0	100	100	-10	99	105	112
69	COc1ccc(CCNC(=O)C(=O)NCC2CCCN2S(=O)(=O)c2ccccc2)cc1 (stereo not drawn)	6	0	97	87	5	96	97	109
70	Cc1ccc(CCNC(=O)Cn2ncc3c([nH]c4ccccc43)c2=O)cc1	1	0	108	118	2	104	102	96
71	Cc1ccc(-c2nnc3ccc(SCC(=O)Nc4cc(C)on4)nn23)cc1	-7	1	·	98	2	95	101	94
72	Cc1ncoc1C(=O)Nc1nccs1	10	2	104	95	-5	97	105	106
73	O=C(c1ccc2nc(N3CCCCC3)sc2c1)N1CCN(Cc2ccc3c(c2)OCO3)CC1	-19	2	93	87	3	103	91	90
74	Cc1ccc(NC(=O)COC(=O)CCC2CCCC2)cc1S(=O)(=O)N1CCOCC1	-7	0	102	110	-3	101	97	92
75	COC(=O)CSc1nnc(-c2ccccc2O)n1-c1ccc(C)cc1	-2	0	107	111	-4	102	108	104
76	Cc1cc(C)nc(NCCO)n1	1	0	110	104	0	102	102	124
77	CCC(CC)c1nnc(NC(=O)CCc2ccccc2OC)s1	12	0	108	112	7	100	103	97
78	c1ccc(-c2ncc(-c3ccn[nH]3)s2)cc1	4	2	102	95	7	99	96	111
79	N#Cc1ccc(Cn2c(=O)c(C#N)c3n(c2=O)CCC3)cc1	14	4	104	103	8	104	103	98
80	Cc1nc(N(C)Cc2ccccc2)c2nnn(Cc3ccccc3)c2n1	0	4	112	111	-4	105	108	111
81	NC(=O)C1CCN(C(=O)COc2ccc3ccccc3c2Br)CC1	2	0	104	98	1	103	92	92
